mlh1 rad18: NCI yeast anticancer drug screen, S. cerevisiae mlh1 rad18 strain; 79,000 tested, 11% active; growth inhibition, % at 50 µM; AID 175, 2004;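 note: 0% = growth of vehicle-only cultures of the same strain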
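Inhibition values reflect reduced growth of mutant yeast versus vehicle-treated controls following compound exposure; the mutations affect DNA damage repair.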
yeast mec2-1: NCI yeast anticancer drug screen, S. cerevisiae mec2-1 strain | AID 157, 2004 | growth inhibition, % at 50 µM | 79,000 tested, 9% active;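 note: 0% = growth of vehicle-only cultures of the same strain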
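Each compound was tested on mec2-1 yeast, a strain altered in DNA damage repair or cell cycle control. Growth inhibition is reported relative to vehicle.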
yeast cln2 rad14: NCI yeast anticancer drug screen, S. cerevisiae cln2 rad14 strain; 78,000 tested, 8.3% active; AID 165, 2004; growth inhibition, % at 50 µM;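 note: 0% = growth of vehicle-only cultures of the same strain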
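cln2 rad14 yeast strain; compound exposure; growth inhibition read vs vehicle controls.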
sgs1 mgt1: NCI yeast anticancer drug screen, S. cerevisiae sgs1 mgt1 strain | growth inhibition, % at 50 µM | 78,000 tested, 10% active | AID 161, 2004;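 note: 0% = growth of vehicle-only cultures of the same strain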
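Inhibition of yeast growth, normalised to vehicle-treated controls, is reported for a strain bearing genetic alterations in DNA damage repair.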
yeast bub3: NCI yeast anticancer drug screen, S. cerevisiae bub3 mutant strain | growth inhibition, % at 50 µM | 78,000 tested, 9.9% active | AID 167, 2004;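 note: 0% = growth of vehicle-only cultures of the same strain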
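Whole-cell yeast assay. The mutant strain was incubated with compounds, and growth inhibition was determined by comparison with vehicle-treated cells.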
rad50: NCI yeast anticancer drug screen, S. cerevisiae rad50 strain; % growth inhibition at 50 µM; 79,000 tested, 10% active; AID 155, 2004;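 note: 0% = growth of vehicle-only cultures of the same strain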
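A DNA repair-deficient yeast mutant serves as the test organism; compound-induced growth inhibition is calculated against vehicle-treated cells.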
* = called active by the depositor; nt = no result given; & = joins results of further samples. Cut-off read from the data, not from the text of the source: active = growth inhibition above about 70%; inactive = the rest.

Every second line gives: mlh1 rad18	yeast mec2-1	yeast cln2 rad14	sgs1 mgt1	yeast bub3	rad50
O=C1OC(c2ccccc2)=N/C1=C/c1cccn(-c2ccccc2)c1=S
    6	-2	-40	6	47	52
CCNC(=S)NNC=O
    -9	-26	-7	-24	-13	-31
O=C1c2ccccc2-c2c1c1ccccc1c(=O)n2Cc1ccccc1
    -64	-14	8	3	-17	6
Cc1cccc(Cl)c1NC(=O)/C=C/c1ccccc1
    -7	-6	-2	1	9	-22
COc1cccc2cc(C(=O)Nc3ccccc3)c(=N)oc12
    -43	13	9	-31	-38	3
Cc1nc2ccc(Br)cc2c(=O)n1-c1ccc(NC2OC(CO)C(O)C(O)C2O)cc1 (centres undefined)
    -11&-60	-23&37	-35&-4	1&-33	-8&-49	-1&50
CCOCc1cn[nH]n1
    -35	-22	7	-3	-16	-29
COC1OC(CBr)C(OC(c2ccccc2)(c2ccccc2)c2ccccc2)C(OC(c2ccccc2)(c2ccccc2)c2ccccc2)C1OC(c1ccccc1)(c1ccccc1)c1ccccc1 (centres undefined)
    98*	99*	97*	98*	98*	99*
N#C/C(=C\Nc1ccccn1)C(=O)C1CC1
    -14	-47	39	5	-81	-3
CC(C)C(O)C#CC(O)C(C)C (centres undefined)
    11	-5	4	-3	-15	7
Cc1ccnnc1
    -6	15	-13	-16	0	7
C[n+]1c(-c2cccc(OCCCCCCCCOc3cccc(-c4c5cc(N)ccc5c5ccc(N)cc5[n+]4C)c3)c2)c2cc(N)ccc2c2ccc(N)cc21
    89*	88*	90*	90*	88*	85*
CC(=O)c1ccc[cH-]1.[Fe+2].c1cc[cH-]c1
    11	10	4	13	23	14
Nc1cccc(C(=O)O)c1
    -9	-13	-24	-6	-3	-11
Clc1cccc(Cl)n1
    15	-47	20	-7	-32	11
Nc1ccc(Cc2ccc(Cl)cc2)cc1
    99*	99*	98*	99*	99*	99*
CCOC(=O)c1[nH]c2c(cc(C(=O)C(F)(F)F)c3ccccc32)c1C(F)(F)F
    5	6	-5	6	-3	-2
Cc1c(CCNC(=O)C(F)(F)F)ccc2c1[nH]c1ccccc12
    -6	3	-41	12	-2	-3
Cc1ccc(CC2(OCCN(C)C)CCC(C(C)(C)C)CC2)cc1 (centres undefined)
    99*	99*	100*	99*	99*	99*
CCCCNC(=O)C(c1ccccc1)c1ccccc1
    4	15	-12	11	14	22
CCN(CC)CCC1CCCCN1CC(=O)N1c2ccccc2NC(=O)c2ccccc21 (centres undefined)
    0	2	8	9	-1	-3
CCN(CC)c1cccc2c1/C(=N/O)CCCC2
    -21	-48	-38	-65	-60	-62
CC(C(=O)O)c1cnn(-c2ccccc2)c1-n1cccc1 (centres undefined)
    -16	-8	-23	-3	-28	-28
CCCCCCCCCCCCCCCCCCCCCC(C)C
    -31	1	-9	-11	-8	-8
CC1=CC(=C(c2ccc(N)cc2)c2ccc(N)cc2)C=CC1=N
    62&66	12&59	-84&34	48&60	25&59	35&33
COc1ccc2c(ccc[n+]2CC(=O)c2ccc(Cl)cc2)c1
    -4	-8	28	-17	0	-36
CCOC(=O)/C(=C(/N)C1OC(COC(c2ccccc2)(c2ccccc2)c2ccccc2)C2OC(C)(C)OC12)C1CC(=O)N(C)C1=O (centres undefined)
    41	16	-28	13	-7	-4
CC(C)=CCC/C(=C/CC/C(C)=C/CCc1ccoc1)C(=O)O
    62	44	43	59	53	73*
Cc1cc(Nc2cc(=O)[nH]c(=O)[nH]2)ccc1N
    1	-25	-16	-16	-4	-22
O=C(C(=O)c1ccc(O)cc1O)c1ccc(O)cc1O
    41	19	22	36	27	57
NS(=O)(=O)c1ccc(N=NC2Sc3nc4ccccc4n3C2=O)cc1 (centres undefined)
    11	1	-1	3	16	-1
Cc1cc(C)c(OC(=O)Nc2cccc3ccccc23)c(-c2ccccc2)c1
    -16	-10	-6	-16	4	-21
O=C(Cc1ccc(OCc2ccccc2)c(OCc2ccccc2)c1)OCc1ccccc1
    7	3	5	1	-7	19
Cc1c2c(c(C)c3c[n+](C)ccc13)Oc1ccccc1O2
    -21	62	62	80*	86*	25
CCOC(=O)c1ccc(O)c(C(=O)OCC)c1
    -19	1	-13	-11	3	-8
Oc1ccc(CN=Cc2ccccc2)cc1
    -10	3	-15	-7	-16	0
Cc1cccc(-n2c(C)nc3c(c(C)c(C)n3-c3ccccc3)c2=N)c1
    29	1	-1	8	14	2
CSc1ncnc2ncn(C3OC(CO)C(O)C3O)c12 (centres undefined)
    12	4	53	15	-1	10
COc1ccc(C2Oc3c(cccc3OC)C=C2[N+](=O)[O-])cc1OC (centres undefined)
    18	4	-8	18	-15	23
C/C(=N\N)C1=NNC(C)(C)NN1
    -5	-14	-28	-3	-19	-9
CN(C)c1ccc2c(c1)c1cc(N(C)C)ccc1n2Cc1ccccc1
    -10	-20	-30	12	2	-2
CCN(CC)C(=O)c1ccc(Cl)c(Cl)c1
    -7	-35	-22	-20	-9	-18
CN(CCCO)Cc1ccccc1
    -8	-13	20	-16	-12	4
O=[N+]([O-])c1ccccc1N=Cc1ccccc1O
    -25	-18	-10	0	-9	-21
CC1OC(OC2CCC3(C)C(CCC4C3CC(O)C3(C)C(C5=CC(=O)OC5)CCC43O)C2)CC(O)C1OC1CC(O)C(OC2CC(O)C(OC3OC(CO)C(O)C(O)C3O)C(C)O2)C(C)O1 (centres undefined)
    20	-8	4	0	11	16
O=C1C(=Cc2cccs2)C(=O)N(CCc2ccccc2)S(=O)(=O)N1CCc1ccccc1
    7	3	-38	3	10	-12
CCOC(=O)C(=O)C(/C(=N/N(C)C)C(=O)Nc1ccc(C)cc1C)c1nc2ccccc2[nH]c1=O (centres undefined)
    12	-22	12	4	1	-22
Cc1cccc(C2NC(=O)c3ccccc3N2)c1 (centres undefined)
    10	-16	nt	nt	nt	9
O=C1OCC2=C1C(c1ccc(Cl)cc1)c1cc3c(cc1O2)OCO3 (centres undefined)
    -16	-20	19	-6	6	-23
CS(=O)CCNC(=O)NS(=O)(=O)c1ccc(Cl)cc1 (centres undefined)
    -3	-19	-10	-11	3	-2
COCCOCCOCCOCCOCCOCCOCCOC(=O)CCn1cc(F)c(=O)[nH]c1=O
    -6	-9	20	-15	2	9
COc1ccc(C2c3cc4c(cc3OC(O)C2C)OCO4)cc1 (centres undefined)
    97*	94*	95*	98*	97*	97*
COc1cc(CC2(C#N)c3ccccc3C=CN2C(=O)c2ccccc2)c(Oc2cc(CC3(C#N)c4ccccc4C=CN3C(=O)c3ccccc3)ccc2OC)cc1OC (centres undefined)
    33	9	-6	15	4	5
S=C1c2cc(Cl)ccc2NC(=NC2CCCC2)C2CSCN12 (centres undefined)
    28	15	-3	51	33	8
CC(C(O)C(F)(F)F)[N+](=O)[O-] (centres undefined)
    17	-4	-5	9	-2	-2
N#CCCN(CCC#N)CCN(CCN(CCC#N)CCC#N)CCN(CCC#N)CCC#N
    -11	0	2	-6	-15	-8
COC(=O)C(Cc1ccc(O)cc1)NC(=O)CNS(=O)(=O)c1ccc(C)cc1 (centres undefined)
    8	-4	11	20	-1	36
CC(=O)Oc1ccc(N2CC=C(c3ccccc3)CC2)cc1
    -4	-14	-8	-10	-9	-7
O=C(O)[C@H](c1ccccc1)[C@@H](C(=O)O)c1ccccc1
    -1	-6	-3	-8	-54	-8
N#CC(c1ccccc1)N(CCCCCCN(C(=O)c1ccccc1)C(C#N)c1ccccc1)C(=O)c1ccccc1 (centres undefined)
    -29	37	13	20	40	17

Filtered by structure, the compounds so far containing an NH in an aromatic ring.
Every second line gives: mlh1 rad18	yeast mec2-1	yeast cln2 rad14	sgs1 mgt1	yeast bub3	rad50
CCOCc1cn[nH]n1
    -35	-22	7	-3	-16	-29
CCOC(=O)c1[nH]c2c(cc(C(=O)C(F)(F)F)c3ccccc32)c1C(F)(F)F
    5	6	-5	6	-3	-2
Cc1c(CCNC(=O)C(F)(F)F)ccc2c1[nH]c1ccccc12
    -6	3	-41	12	-2	-3
Cc1cc(Nc2cc(=O)[nH]c(=O)[nH]2)ccc1N
    1	-25	-16	-16	-4	-22
CCOC(=O)C(=O)C(/C(=N/N(C)C)C(=O)Nc1ccc(C)cc1C)c1nc2ccccc2[nH]c1=O (centres undefined)
    12	-22	12	4	1	-22
COCCOCCOCCOCCOCCOCCOCCOC(=O)CCn1cc(F)c(=O)[nH]c1=O
    -6	-9	20	-15	2	9

Carrying on:
Every second line gives: mlh1 rad18	yeast mec2-1	yeast cln2 rad14	sgs1 mgt1	yeast bub3	rad50
N#C/C(=C\c1c(Cl)cccc1Cl)c1nc2ccccc2[nH]1
    89*	90*	89*	91*	91*	88*
CN(C)CCC(=O)Nc1nc(-c2ccc(Cl)cc2)cs1
    7	-20	12	22	12	-12
CN(C)CCCN1C=CC(=C2C(=O)c3ccccc3C2=O)C=C1
    -1	21	35	10	8	3
C=C1C[C@H]2C=Nc3cc(OCCCOc4cc5c(cc4OC)C(=O)N4CC(=C)C[C@H]4C=N5)c(OC)cc3C(=O)N2C1
    99*	99*	98*	98*	99*	98*
Cc1[nH]c(=O)[nH]c(=S)c1C(=O)NC1C2CCCCC2NC2CCCCC21 (centres undefined)
    72*	83*	85*	76*	78*	76*
CCNC(=S)NN(C)C
    -23	-24	-36	-20	-28	-41
CNC(=S)NC1CCCCC1NC(=S)NC (centres undefined)
    -31	-29	18	-18	-24	-4
Fc1cccc(-c2ncc(-c3ccccc3)o2)c1
    30	-6	18	36	20	23
CC(Oc1ccc(OCC2CCCCC2)cc1)C(=O)NCCO (centres undefined)
    -42	-30	-14	6	-49	13
Clc1cc2c(nn1)-c1ccccc1C2
    12	26	34	11	8	31
COc1ccc(/C=C(\C(=O)c2ccc(O)cc2)c2ccccc2)cc1OC
    97*	98*	94*	96*	97*	98*
c1ccc(CC2(c3ccccc3)OCc3ccccc32)cc1 (centres undefined)
    20	12	15	18	-2	6
CC1CCCC(C)C1CO (centres undefined)
    16	-32	23	8	-18	4
O=C1CCC(=O)N1c1ccccc1
    1	-21	-9	-1	-3	-12
OCC(O)c1ccc(Cl)cc1 (centres undefined)
    0	-18	-14	-15	-16	-23
Nc1c(Cl)ncnc1NCCCCCO
    -2	-4	-24	-9	-7	-5
COc1cccc(C)c1C(=O)O
    -5	2	-20	6	-32	-4
CCCCCCCCC(C)C(=O)N1CCCC1C(=O)N1C(CC(=O)CC)CC(C)CC1C(=O)NC(C)C(=O)NC(C)(C)C(=O)NC(C)(C)C(=O)NC(C(=O)NC(C)C(=O)NC(C)(C)C(=O)NC(C)(C)C(=O)NC(C)CN(C)CCO)C(C)CC (centres undefined)
    90*	93*	91*	93*	92*	92*
COc1ncc(C[n+]2csc(CCO)c2C)c(N)n1
    -6	-8	-79	12	-13	-11
Nc1n[nH]c(CCCCc2nc(N)n[nH]2)n1
    -2	-24	-40	-3	-4	-23
COc1cc(NCC(C#N)C#N)ccc1N=Nc1ccc([N+](=O)[O-])cc1
    49	26	19	10	13	26
CCOC(=O)c1ccccc1NC(=O)c1ccccc1
    -3	6	7	9	24	18
NC(=S)N/N=C\c1cccs1
    23	1	29	12	39	22
CCOC(=O)c1c(C)nc(C)c(C(=O)OCC)c1-c1cccc([N+](=O)[O-])c1
    26	2	nt	nt	nt	29
Cc1c(=O)n(C)c2ccccc2[n+]1[O-]
    8	16	-9	12	7	8
Cc1ccc2c(c1)S(=O)(=O)NC2=O
    -2	24	-31	12	8	4
CCO/C=N\C1=C(C#N)SC2=N/C(=C\c3ccco3)C(=O)N21
    -17	-19	6	-7	0	6
C/C(=N\NC(N)=S)C(CN(CC(C)C)CC(C)C)C(=O)Nc1ccc(C)cc1C (centres undefined)
    -3	6	16	-7	-1	-19
CCCCS(=O)(=O)O
    4	-10	-27	-3	-5	-4
CNc1ncnc2nc(N(C)C)[nH]c12
    -12	-16	0	-18	-2	-1
Clc1ccc(-c2cc3ccccc3[nH]2)cc1
    -5	-3	-32	-1	2	24
CC(=O)OCC1OC(SSc2ccccc2)C(OC(C)=O)C(OC(C)=O)C1OC(C)=O (centres undefined)
    54	45	45	58	8	59
CNC(=O)C(C)NC(=O)C(Cc1ccccc1)NC(=O)c1ccccc1 (centres undefined)
    -12	-53	15	-6	5	-33
COc1cccc(NC(=O)NCc2ccco2)c1
    33	22	18	14	-17	21
CN(C)CC1CCc2c(ccc3ccccc23)C1=O (centres undefined)
    54	67	40	71*	59	69

Bioassay records as filed in PubChem BioAssay.

Compounds were not picked by outcome; about 13% have a hit in one of these screens.
